Mcl1-Noxa inh: disrupts binding of human Mcl-1 to Noxa peptide; 1.5% of 220,000 active; inhibition, % at 21.7 µM; AID 1022; Q07820; TR-FRET Mcl-1/Noxa peptide binding, 2 h;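 active = compounds that cut the protein-peptide binding signal by more than 50% relative to plate controls in a single-dose test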;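 also: His-tagged Mcl-1 with rhodamine Noxa BH3 peptide and terbium anti-His antibody; 0% = Mcl-1 plus Noxa peptide wells and 100% = peptide-only wells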
Bim-Bcl-B: disrupts Bim peptide binding to human Bcl-B. Q9HD36. bead-based flow cytometry. inhibition, % at 10 µM. 0.073% of 190,000 active;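 also: 0% = tracer peptide without compound and 100% = reference inhibitor peptide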
Target sequence (Q9HD36 whole entry, looked up): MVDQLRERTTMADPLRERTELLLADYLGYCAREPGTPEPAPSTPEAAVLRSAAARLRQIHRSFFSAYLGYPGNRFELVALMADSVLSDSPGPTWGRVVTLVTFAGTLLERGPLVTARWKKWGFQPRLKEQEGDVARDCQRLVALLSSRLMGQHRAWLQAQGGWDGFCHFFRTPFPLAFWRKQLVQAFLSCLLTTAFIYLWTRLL
Bim-Bfl-1: disrupts Bim binding to human Bfl-1. inhibition, % at 10 µM. Bead-based flow cytometry, Bim-Bfl-1 binding inhibition. 0.12% of 190,000 active. AID 1008;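 also: 0% = wells without compound plus tracer and 100% = blocker peptide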
RGS4-Gao reg: modulates binding of RGS4 to human Galphao | P09471 | Multiplexed bead flow cytometry; actives lie on both sides | binding response (% of control), % at 10 µM | 0.33% of 220,000 active | AID 1415; in the data active = binding response below about 49% or above about 150%; inactive = in between;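 also: fluorescent Galphao activated with aluminum fluoride binding bead-coupled RGS4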
Target sequence (P09471 whole entry, looked up): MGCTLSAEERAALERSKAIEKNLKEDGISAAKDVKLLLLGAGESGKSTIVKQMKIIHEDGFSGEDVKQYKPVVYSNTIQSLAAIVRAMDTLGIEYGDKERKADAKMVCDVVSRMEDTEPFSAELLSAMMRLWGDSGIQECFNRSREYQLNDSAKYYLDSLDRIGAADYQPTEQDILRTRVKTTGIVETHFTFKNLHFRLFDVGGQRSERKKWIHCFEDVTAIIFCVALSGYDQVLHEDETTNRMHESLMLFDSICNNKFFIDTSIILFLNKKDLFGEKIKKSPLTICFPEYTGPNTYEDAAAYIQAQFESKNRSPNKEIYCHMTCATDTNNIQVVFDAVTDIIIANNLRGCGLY
Bcl-2 Bim block: disrupts Bim peptide binding to human Bcl-2; Bead-based flow cytometry, Bim peptide-Bcl-2 binding; P10415; inhibition, % at 10 µM; AID 950; 0.06% of 190,000 active; in the data active = inhibition above about 40%; inconclusive = no clear call, values can overlap the other calls;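 also: 0% = no compound wells with probe peptide and 100% = reference peptide inhibitor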
Target sequence (P10415 whole entry, looked up): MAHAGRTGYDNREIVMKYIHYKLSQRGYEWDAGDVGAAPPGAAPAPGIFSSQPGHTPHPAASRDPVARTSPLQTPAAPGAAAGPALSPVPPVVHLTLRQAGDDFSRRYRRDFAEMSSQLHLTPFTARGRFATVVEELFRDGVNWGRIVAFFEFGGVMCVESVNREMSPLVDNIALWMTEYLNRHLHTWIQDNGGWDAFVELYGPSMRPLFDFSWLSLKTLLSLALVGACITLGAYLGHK
Bcl-W Bim block: inhibitors of Bim-Bcl-W interaction, human; inhibition, % at 10 µM; Q92843; 0.02% of 190,000 active; bead-based flow cytometry, Bim peptide-Bcl-W binding;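 also: 0% = bound tracer without compound and 100% = peptide blocker; higher means less fluorescent Bim peptide bound to Bcl-W beads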
RGS7-Gao: human RGS7-Galphao interaction regulation; binding response (% of control), % at 10 µM; Multiplexed bead flow cytometry, RGS7-Galphao binding; actives lie on both sides; P09471; 0.35% of 220,000 active; AID 1439; in the data active = binding response below about 49% or above about 150%; inconclusive = no clear call, values can overlap the other calls; inactive = in between;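 also: fluorescent Galphao held in activated GDP-AlF4 state binding bead-coupled RGS7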
Mcl1 Bid PPI: Mcl-1/Bid interaction inhibition; Q07820; TR-FRET Mcl-1/Bid-Dy647 peptide binding, 1536-well; inhibition, % at 21.7 µM; 0.97% of 220,000 active;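 active = compounds that cut the binding signal by more than half at the single screening dose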;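 also: His-tagged Mcl-1 with europium anti-His antibody binding Bid BH3 peptide; 0% = Mcl-1 plus peptide wells and 100% = peptide-only wells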
Bcl-XL Bim block: inhibitors of Bim-Bcl-XL interaction, human; inhibition, % at 10 µM; 0.04% of 190,000 active; Bim peptide-Bcl-XL binding, bead flow cytometry, fluorescence
Target sequence (Q07817 whole entry, looked up): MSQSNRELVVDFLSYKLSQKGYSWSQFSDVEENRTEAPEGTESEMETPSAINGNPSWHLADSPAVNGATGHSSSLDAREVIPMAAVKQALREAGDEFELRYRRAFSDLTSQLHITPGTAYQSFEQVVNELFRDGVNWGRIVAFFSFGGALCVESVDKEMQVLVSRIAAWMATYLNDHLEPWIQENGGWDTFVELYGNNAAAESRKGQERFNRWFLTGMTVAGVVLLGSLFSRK
Mcl-1 Bim block: disrupts Bim peptide binding to human Mcl-1 | Q07820 | Bead-based flow cytometry, Bim peptide-Mcl-1 binding | inhibition, % at 10 µM | 0.1% of 190,000 active | AID 1009;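 also: 0% = no compound tracer wells and 100% = peptide blocker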
RGS8-Gao: human RGS8-Galphao interaction regulation. P09471. 0.34% of 220,000 active. response (percent of control binding), % at 10 µM. multiplexed bead flow cytometry, RGS8-Galphao binding; actives lie on both sides; in the data active = response below about 60% or above about 140%; inactive = in between;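 also: Galphao activated as the GDP aluminium fluoride complex binding bead-coupled RGS8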
* hit, by the source's call; u = inconclusive; x = not tested or not shown. Rule as the data show it, unless noted: active = inhibition above about 40%. These rows are one share of the data; the hit share may differ from the screen's.

SMILES | Mcl1-Noxa inh | Bim-Bcl-B | Bim-Bfl-1 | RGS4-Gao reg | Bcl-2 Bim block | Bcl-W Bim block | RGS7-Gao | Mcl1 Bid PPI | Bcl-XL Bim block | Mcl-1 Bim block | RGS8-Gao
O=c1[nH]c(=S)n(Cc2ccco2)c(O)c1C=NCc1cccs1 | 11 | -12 | -8 | x | -7 | 1 | x | -55 | 6 | -4 | x
COc1ccc(P2(=O)Nc3ccccc3N2)cc1 | 42 | -4 | 0 | 100 | 3 | 5 | 101 | -101 | 2 | 3 | 99
O=C(c1ccc(N2CCCCCC2)c([N+](=O)[O-])c1)N1CCC2(CC1)OCCO2 | 13 | -1 | -6 | 97 | -3 | -2 | 100 | -19 | -1 | -3 | 99
CCCC(C)C1(CC)C(=O)NC(=Nc2ccccc2OC)NC1=O (stereo not given) | 3 | -6 | -10 | 98 | -2 | 2 | 97 | -34 | -5 | -1 | 100
CN1CCC(N(C)c2nc(-c3ccccc3)nc3ccccc23)CC1 | 52* | -9 | -17 | 103 | -11 | -3 | 104 | 5 | -6 | 0 | 103
COc1c(O)ccc2c1-c1c3c(cc4c1C(C2)N(C)CC4)OCO3 (stereo not given) | 3 | -3 | 0 | 102 | -1 | -2 | 99 | -10 | -6 | -4 | 98
COc1ccc(C(CC(=O)N2CCC3(CC2)OCCO3)NS(=O)(=O)c2ccc(C)cc2)cc1 (stereo not given) | 2 | -7 | -10 | 95 | -6 | 2 | 94 | -9 | -5 | 0 | 99
COc1cc(OC)cc(-n2nc(C(=O)N3CCC4(CC3)OCCO4)c3ccccc3c2=O)c1 | 6 | -9 | -16 | 95 | -8 | 0 | 94 | -27 | -4 | -1 | 96
CC(=NCCCN1CCOCC1)c1c(O)n(-c2ccccc2C)c(=O)[nH]c1=O | 3 | -8 | -12 | 101 | -7 | 0 | 98 | -17 | -8 | -3 | 101
O=C(O)CN1C(=O)CN=C(c2ccccn2)c2cc(Cl)ccc21 | 8 | x | x | 105 | x | x | u | -3 | x | x | 106
CC(C)c1ccc(OCC(=O)N2CCN(C)CC2)c(Br)c1 | 19 | -2 | -6 | 100 | -2 | 1 | 100 | -5 | 1 | 1 | 104
C#CCOc1cc(C2C3=C(COC3=O)Nc3cc4c(cc32)OCO4)ccc1OC (stereo not given) | 14 | 0 | -6 | 100 | -3 | 2 | u | -12 | 1 | 0 | 102
COC(=O)c1ccc(N2CCN(C)CC2)c([N+](=O)[O-])c1 | 13 | -2 | -6 | 107 | -4 | 1 | u | -14 | -1 | -1 | 109
CCCCN1C(=O)NC(=O)C2(Cc3cc(C)ccc3N(C)C2)C1=O (stereo not given) | -14 | -10 | -11 | 96 | -8 | 0 | 96 | -8 | -6 | -2 | 96
Cc1cccc(OP(=O)(NCc2ccccc2)Oc2cccc(C)c2)c1 | 18 | -5 | -12 | 100 | -15 | 0 | 100 | 17 | -3 | 0 | 100
CC1(C)OC(c2ccccc2)=C/C(=C/C=C2C(=O)NC(=O)NC2=O)O1 | 15 | -1 | -5 | 109 | 0 | -1 | 113 | -21 | 0 | 0 | 106
CN(C)S(=O)(=O)c1cc(NC(=O)C[N+]23CCN(CC2)CC3)ccc1Cl | 7 | -3 | -3 | 103 | -1 | -1 | 98 | -36 | -5 | -2 | 102
Nc1c(C(=O)NCCN2CCOCC2)c2nc3ccccc3nc2n1Cc1ccccc1 | 9 | x | x | 104 | x | x | u | -8 | x | x | 104
COc1ccc(F)cc1C(=O)C1CCCN(Cc2cnc(C)s2)C1 (stereo not given) | -4 | -6 | -5 | 96 | -2 | -4 | 93 | -5 | -4 | -4 | 99
C=CCn1c(O)c(/C=N/NC(=O)CCCC)c(=O)[nH]c1=S | -34 | 5 | 3 | 101 | -2 | 0 | 100 | -7 | 4 | -1 | 99

Structures shown so far that contain a Cl atom (two):
SMILES | Mcl1-Noxa inh | Bim-Bcl-B | Bim-Bfl-1 | RGS4-Gao reg | Bcl-2 Bim block | Bcl-W Bim block | RGS7-Gao | Mcl1 Bid PPI | Bcl-XL Bim block | Mcl-1 Bim block | RGS8-Gao
O=C(O)CN1C(=O)CN=C(c2ccccn2)c2cc(Cl)ccc21 | 8 | x | x | 105 | x | x | u | -3 | x | x | 106
CN(C)S(=O)(=O)c1cc(NC(=O)C[N+]23CCN(CC2)CC3)ccc1Cl | 7 | -3 | -3 | 103 | -1 | -1 | 98 | -36 | -5 | -2 | 102

(continued)
SMILES | Mcl1-Noxa inh | Bim-Bcl-B | Bim-Bfl-1 | RGS4-Gao reg | Bcl-2 Bim block | Bcl-W Bim block | RGS7-Gao | Mcl1 Bid PPI | Bcl-XL Bim block | Mcl-1 Bim block | RGS8-Gao
CCCCCCn1c(=O)c(C(=O)Nc2nc(CC(=O)OCC)cs2)c(O)c2ccccc21 | -28 | x | x | 107 | x | x | u | -15 | x | x | 104
O=C(Cc1ccccc1)N1CCN(Cc2cccc(Br)c2)CC1 | 3 | x | x | 104 | x | x | u | 5 | x | x | 102
CCOC(=O)C1(CCc2ccccc2)CCN(C2CCSCC2)CC1 | 15 | -4 | -7 | 103 | -5 | -1 | 111 | -19 | -1 | -3 | 103
Cc1ccc(C2CC(=O)C(C=NCCN3CCN(C(=O)Cc4ccccc4)CC3)=C(O)C2)cc1 (stereo not given) | 18 | -4 | -9 | 103 | 0 | 0 | 98 | -3 | 0 | 0 | 102
CN(C)c1ccc(NC(=O)CN2C(=O)CN=C(c3ccccc3)c3ccccc32)cc1 | x | -3 | 7 | 102 | 7 | 7 | 104 | x | 0 | 5 | 99
O=C(O)Cn1cc(/C=C2\C(=O)NC(=O)N(Cc3ccco3)C2=O)c2ccccc21 | 40 | 0 | 6 | 95 | 0 | 2 | u | -17 | 3 | 2 | 96
O=C(N/N=C/c1c(O)n(CCc2ccccc2)c(=O)[nH]c1=O)c1ccncc1 | -23 | 12 | 7 | 72 | 10 | 8 | 67 | -50 | 12 | 8 | 70
CCOP(=O)(OCC)c1ccc(O)cc1 | 7 | -1 | 0 | 102 | -1 | -9 | 97 | -26 | 1 | -2 | 98
CC1CCCC(C2(O)C(=O)Nc3ccccc32)C1=O (stereo not given) | 9 | -5 | -10 | 108 | -7 | -1 | 102 | -24 | -4 | -3 | 104
Cc1nnc(SCc2nc3ccccc3c(=O)n2-c2ccccc2Cl)n1N | 3 | 0 | -2 | 99 | -1 | -2 | 100 | -25 | -4 | -4 | 101
CC(=O)c1cn(Cc2ccccc2C#N)c2ccccc12 | -18 | 0 | -2 | 88 | -3 | -1 | 90 | -12 | -3 | -3 | 87
O=[N+]([O-])c1cc(F)c(N2CCCCCC2)cc1N1CCNCC1 | 13 | -1 | -4 | 99 | -2 | -3 | u | -31 | -3 | 0 | 101
CC(=NCCC(c1ccccc1)c1ccccc1)c1c(O)n(C)c(=O)n(C)c1=O | -12 | 12 | 33 | 108 | 22 | 21 | 115 | -12 | 30 | 24 | 131
O=C(CN1CCCCC1)c1ccc(F)cc1 | -9 | x | x | 99 | x | x | u | -4 | x | x | 101
CN(N)N=Nc1nc2c([nH]1)c(=O)n(C)c(=O)n2C | 11 | x | x | 100 | x | x | u | -29 | x | x | 101
Cc1cccc(N2CCN(CCc3ccccc3)CC2)c1C | 19 | 0 | 0 | 99 | 0 | 2 | 96 | 8 | 0 | 0 | 97
CCOC(=O)CSCCOc1ccc(C=C2C(=O)NC(=O)NC2=O)cc1OC | 12 | -1 | -9 | 100 | 0 | -1 | 100 | -39 | -4 | -1 | 101
O=C(C(=O)N1CCOCC1)c1cn(Cc2ccc(F)cc2)c2ccccc12 | 2 | x | x | 103 | x | x | u | -17 | x | x | 103
O=C1NC(=O)N(Cc2ccccc2)C(=O)/C1=C/c1cnn(-c2ccccc2)c1 | 23 | -3 | -2 | 93 | 2 | -1 | 92 | -17 | -3 | 1 | 94
COC1=CC(=O)OC(/C=C/c2ccccc2)C1 (stereo not given) | 12 | -8 | -1 | 99 | 2 | -4 | 100 | -6 | -5 | -3 | 99
O=C(COc1ccc(Br)cc1)N1CCN(C2CCCC2)CC1 | 2 | -2 | -3 | 100 | -2 | -2 | 101 | -7 | -5 | -1 | 99
Cc1ccc(N2C(=O)NC(=O)/C(=C\c3cnc(-c4ccccc4)nc3)C2=O)cc1 | 75* | 0 | 9 | 103 | 5 | 4 | 102 | -10 | 3 | 3 | 107
COC(=O)C(O)(c1c(C)[nH]c2ccccc12)C(F)(F)F (stereo not given) | 5 | 0 | -3 | 94 | 0 | 0 | 93 | -7 | 1 | 0 | 96
CNC(=O)ON(C(=O)NC)C1N(C)C(=S)SC1(C)C (stereo not given) | 13 | -7 | -8 | 98 | -7 | -1 | 101 | -12 | 2 | 0 | 99
Cn1c(O)c(C(c2ccccn2)c2c(O)n(C)c(=S)n(C)c2=O)c(=O)n(C)c1=S | 8 | 0 | 2 | 101 | 0 | 0 | 96 | -9 | 0 | 1 | 102
COc1ccc(NC(=O)N2CCC3(CC2)OCCO3)cc1OC | 13 | -5 | -2 | 102 | 0 | -4 | 100 | 1 | -4 | -3 | 104
CCC(C)n1c(O)c(C(c2ccccn2)c2c(O)n(C(C)CC)c(=S)[nH]c2=O)c(=O)[nH]c1=S (stereo not given) | 5 | -9 | -6 | 104 | -5 | 1 | 103 | -41 | -3 | 0 | 104
O=C1CN=C(c2ccc(Cl)cc2)c2oc3ccccc3c2N1 | 25 | x | x | 100 | x | x | x | -14 | x | x | 102
Cc1ccc(OCC(=O)N2CCN(CC3CC4C=CC3C4)CC2)cc1 (stereo not given) | -4 | -8 | -15 | 99 | -10 | -3 | 102 | 41 | -7 | -4 | 100
O=C(c1cc(-c2cccnc2)nc2ccc(Cl)cc12)N1CCC2(CC1)OCCO2 | 27 | -8 | -9 | 103 | -4 | 4 | 99 | 4 | 6 | 0 | 103
CCCCn1nc(C)c(C(=O)O)c1Cl | 1 | x | x | 99 | x | x | u | -13 | x | x | 99
Cc1cc(C(=O)C[N+]23CCN(CC2)CC3)c(C)n1-c1ccc(Br)cc1 | 27 | -4 | -3 | 102 | 0 | 0 | u | -53 | 1 | 1 | 102
CCC(C)N1C(=O)NC(=O)C2(Cc3cc(C)ccc3N(C)C2)C1=O (stereo not given) | 12 | -8 | -15 | 97 | -10 | -2 | 102 | -26 | -5 | -2 | 100
C=CCn1c(O)c(C(C)=NCC2CCCO2)c(=O)[nH]c1=O (stereo not given) | 9 | x | x | 102 | x | x | u | 78* | x | x | 104
Clc1ccc(COC(Cn2ccnc2)c2ccc(Cl)cc2Cl)cc1 (stereo not given) | -50 | -2 | -1 | 96 | -2 | -4 | 96 | -7 | 0 | -2 | 99
Cc1ccc(Cn2cc(C=O)c(-c3ccc(C)cc3)n2)cc1 | 11 | -5 | -1 | 99 | -3 | -2 | 98 | 3 | -5 | -4 | 99
CC(=NCc1cccnc1)c1c(O)n(-c2ccc(C)cc2)c(=O)[nH]c1=O | 2 | -7 | -6 | 107 | 0 | 4 | 103 | -1 | 0 | 1 | 108

Only RGS8-Gao, Bcl-2 Bim block and RGS4-Gao reg, for two of the compounds above:
| canonical_smiles | RGS8-Gao | Bcl-2 Bim block | RGS4-Gao reg |
| --- | --- | --- | --- |
| CCCCn1nc(C)c(C(=O)O)c1Cl | 99 | x | 99 |
| Cc1ccc(Cn2cc(C=O)c(-c3ccc(C)cc3)n2)cc1 | 99 | -3 | 99 |

Assay outcomes (PubChem)
